Screening results (PubChem BioAssay)
HCV inh: blocks hepatitis C virus; Huh7.5.1 HCVcc-Cre infection, luciferase reporter, 44 h; Potency, µM (highest dose often 41.8 µM), inactives show at the top dose activity change, negative = inhibition, usual class: inhibitors; hit rate 3.4% among 340,000; AID 651820; also: potency is read from the fitted curve at half-maximal effect; % is scaled to controls: 0 for no effect and ±100 for the full control effect
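After 44 h co-culture of compound, cells and HCVcc-Cre (~0.5 moi), substrate is added for 15 min at room temperature and luciferase measured over 15 sec. Cells were seeded at 1,000/well and pre-cultured 4 h.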
CHX counter: counter-screen hit for Shiga toxin inhibitors, cycloheximide. cell reporter, cycloheximide protein synthesis inhibition counterscreen. max response, %. hit rate 12% among 300,000. AID 2314; in the data active = max response mostly above about 13%, no sharp cut-off; inactive = mostly below about 14%; also: read at 38.3 µM for the half of the compounds with a filed dose; 0% is about no effect
Pf growth 48h: inhibits P. falciparum growth in the first generation, 48 h | Potency, µM (doses to about 28.7 µM), for inactives: at the top dose activity change, negative = inhibition, actives largely listed as inhibitors | hit rate 5.9% among 310,000 | P. falciparum luciferase growth in erythrocytes, 48 h; also: potency is read from the fitted curve at half-maximal effect; % is scaled to controls: 0 for no effect and ±100 for the full control effect
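Luciferase-expressing parasites in RBCs, 2% Hct / 0.1% parasitemia final; RPMI 1640 + 0.5% Albumax; 37 C, 5% CO2, one generation; luminescence read-out, lower signal = inhibition.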
FBPA Giardia inh: Giardia lamblia aldolase inhibition | Potency, µM (titrated, usually from 59.6 µM), without a hit: at the highest dose activity, negative = inhibition, hits mostly inhibitors | purified Giardia FBPA | A8B2U2 | hit rate 0.71% among 290,000; also: potency is read from the fitted curve at half-maximal effect; % is scaled to controls: 0 for no effect and ±100 for the full control effect; nearly all actives have a fitted effect of over 55% in size
Target sequence (A8B2U2 whole entry, looked up): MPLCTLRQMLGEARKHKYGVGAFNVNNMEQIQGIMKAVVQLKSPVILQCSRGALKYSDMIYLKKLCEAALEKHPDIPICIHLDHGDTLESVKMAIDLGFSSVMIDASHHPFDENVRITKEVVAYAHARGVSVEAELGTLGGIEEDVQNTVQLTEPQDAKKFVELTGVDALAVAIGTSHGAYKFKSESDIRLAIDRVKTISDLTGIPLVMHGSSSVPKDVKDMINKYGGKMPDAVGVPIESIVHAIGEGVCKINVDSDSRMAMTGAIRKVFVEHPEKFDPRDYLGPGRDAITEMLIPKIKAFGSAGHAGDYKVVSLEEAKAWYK
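40 nM FBPA preincubated 10 min at RT with compound (up to 57.5 uM final), then substrate plus GAPDH/TPI/NAD/arsenate coupling and diaphorase/resazurin added. Fluorescence read after 20 min at RT, 525/598 nm.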
Pf growth 96h: inhibits malaria parasite growth, 96 h; AID 504834; hit rate 6.9% among 320,000; P. falciparum luciferase reporter growth, 96 h; Potency, µM (doses to about 28.7 µM), for inactives: at the top dose activity change, negative = inhibition, hits mostly inhibitors; also: potency is read from the fitted curve at half-maximal effect; % is scaled to controls: 0 for no effect and ±100 for the full control effect
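Two parasite generations (96 h, 37 C, 5% CO2) of compound exposure in infected erythrocytes (0.05% parasitemia, 2% hematocrit). Luciferase-reporter P. falciparum; decreased luminescence indicates inhibited growth, aimed at apicoplast-acting delayed death.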
Shiga toxin inh: Shiga toxin inhibition; Vero cells, Shiga toxin protein synthesis inhibition reporter; inhibition, % at 38.7 µM; hit rate 9.2% among 290,000; in the data active = inhibition mostly above about 28%, no sharp cut-off; inactive = mostly below about 43%; also: 0% is about no effect
The depositor's hits bear a star; ? = inconclusive; . = not tested or not shown; & = joins results of further samples; [ ] = remark or other dose. Unless noted, calls follow the shape of the dose curve; as a rule, active = well fitted curve in the direction sought with a large enough effect; inconclusive = small, poorly fitted or top-dose-only effect, or another doubt; inactive = no such curve, though single readings can be large; an effect the other way counts as inactive or inconclusive.

SMILES	HCV inh	CHX counter	Pf growth 48h	FBPA Giardia inh	Pf growth 96h	Shiga toxin inh
COc1ccc(CCNC(=O)c2nnn(CC(=O)Nc3ccccc3)c2N)cc1OC	6%	-1	?	2%	9%	-13
CC(C)NC(=O)NC(=O)COC(=O)/C=C/c1ccc2c(c1)OCO2	7%	10	-3%	2%	28%	10
CC1=Nc2cc(C(=O)NCCCN3CCN(C)CC3)ccc2Sc2ccc(C)cc21	-29%	-3	?	-3%	33%[activator]	11
COCc1ccc(CN2CCCC(CO)(Cc3cccc(Cl)c3)C2)o1 (stereo not drawn)	-1%	-1	0%	2%	-9%	-13
CCOc1ccc(NC(=S)N2CCC(C(N)=O)CC2)cc1	36%[activator]	-1	10%	-12%	3%	-7
CCn1c(SC(=O)NC2CCCCC2)nnc1-c1cccs1	-7%	10	26%	?	-1%	-2
COc1ccccc1CNCC(O)(c1ccc(F)cc1)c1ccc(F)cc1	?	-1	3.7µM*	3%	4.7µM*	-4
COc1ccc(/C=N/NC(=O)c2ccc(CN3C(=O)c4cccc5cccc3c45)cc2)cc1O	?	7	?	?	-4%	24
COc1ccc(NC(C)=O)cc1S(=O)(=O)NC(Cc1ccccc1)C(=O)NCc1ccccc1C (stereo not drawn)	2%	16*	?	1%	?	10
Cc1ccc(CN2CCNC(=O)C2CC(=O)NC2CCCCCC2)o1 (stereo not drawn)	-13%	-3	20%	2%	0%	-34
CCOc1cc(C)c(S(=O)(=O)NCCCn2ccnc2)cc1C	?	-1	-3%	2%	-27%	.
CN(C)c1ccc(/C=N\NC(=O)c2ccc(Cn3cc(Cl)cn3)cc2)cc1	?	-2	-9%	4%	0%	-4
CCC(=O)c1ccc(OCC(O)CN2CCN(S(=O)(=O)c3ccc(NC(C)=O)cc3)CC2)cc1 (stereo not drawn)	-5%	-2	?	3%	?	-2
CC1(C)CC(=O)C(C=NCCc2ccc(O)cc2)=C(O)C1	9%	-5	-14%	2%	5.2µM*	9
Cc1cccc(-n2cc(CN3CCN(c4ccccn4)CC3)c(-c3cccc(F)c3)n2)c1	4%	-3	?	-3%	?	2
COc1ccc2c(c1)C(=O)CC(c1ccc(OC)c(OC)c1)O2 (stereo not drawn)	9%	-4	5%	5%	?	.
NC(=O)CN1C(=O)NC2(CCCc3ccccc32)C1=O (stereo not drawn)	9%	-3	-2%	.	?	-20
O=C(c1ccco1)N1CCN(C(=O)C2CCCN(S(=O)(=O)Cc3ccccc3)C2)CC1 (stereo not drawn)	14%&8%	13	-11%	7%	22%	3
COc1ccccc1N1CCN(CCCCCCOc2ccc(F)cc2)CC1	?	-6	?	6%	?	-16
O=C(Nc1cc([N+](=O)[O-])ccc1C(=O)NCCN1CCOCC1)c1ccccc1	-14%	-1	2%	.	-7%	-23

Part of the list above with just CHX counter.
Structure | CHX counter
COc1ccc(NC(C)=O)cc1S(=O)(=O)NC(Cc1ccccc1)C(=O)NCc1ccccc1C (stereo not drawn) | 16*
Cc1ccc(CN2CCNC(=O)C2CC(=O)NC2CCCCCC2)o1 (stereo not drawn) | -3
CCOc1cc(C)c(S(=O)(=O)NCCCn2ccnc2)cc1C | -1
CN(C)c1ccc(/C=N\NC(=O)c2ccc(Cn3cc(Cl)cn3)cc2)cc1 | -2

(more compounds)
SMILES	HCV inh	CHX counter	Pf growth 48h	FBPA Giardia inh	Pf growth 96h	Shiga toxin inh
CCC(C)[C@H](NC(=O)N1CCCC1)C(=O)OC (stereo partly drawn)	24%	-1	.	-4%	?	-9
CCCn1nc(NC(=O)CC)c2cc3cccc(C)c3nc21	?	-6	?	2%	?	3
COc1ccc(NC(=S)NCc2ccc(F)cc2)cc1	-3%	10	-15%	3%	11%	5
CCOC(=O)c1sc2ncnc(Nc3cccc(C(=O)O)c3)c2c1C	-9%	-1	-17%	1%	-7%	-3
O=C(CSc1ccc(-c2cccs2)nn1)c1cccs1	-14%	46*	46%[activator]	-16%	10%	104*
O=C(NCC1c2ccccc2CCN1C(=O)CN1C(=O)c2ccccc2C1=O)C1CCCCC1 (stereo not drawn)	6%	-1	11%	-3%	?	-17
CCOc1ccc(S(=O)(=O)N/N=C(\C)c2ccc(Cl)c(Cl)c2Cl)cc1	-5%	6	0%	-1%	38%[activator]	27
COc1ccc(NC(=O)Cn2nnc(C(=O)NCc3ccco3)c2N)c(OC)c1	1%	-5	.	1%	?	-17
COc1nc(N)c(S(=O)(=O)c2ccccc2C)cc1C#N	0%	2	?	10%	-28%	12
COc1ccc(CNC(=O)C(c2ccncc2)N(C(=O)Cc2cccs2)c2ccc(C)cc2)cc1 (stereo not drawn)	0%	5	?	9%	?	11
O=C(Nc1ccc(S(=O)(=O)NCc2ccccc2)cc1)C1CCCCC1	-17%	-1	-13%	.	12µM*	15
O=C(/C=C/c1ccc2ccccc2n1)N1CCN(S(=O)(=O)c2ccc(F)cc2)CC1	-22%	6	?	-6%	10µM*	5
COC(=O)Cn1c(=NC(=O)c2nc3ccccc3s2)sc2cc(S(C)(=O)=O)ccc21	4%	17*	45%[activator]	1%	87%[activator]	15
CCOc1ccc(-n2c(-c3ccc(Cl)cc3)c[n+]3c2SCC3)cc1	-25%	1	13µM*	3%	0.046µM*	14
O=C1Nc2ccc(S(=O)(=O)NCC3CCCO3)c3cccc1c23 (stereo not drawn)	-6%	-1	41%[activator]	-14%	-1%	-8
COc1ccc(C(=O)c2ccc(CC#N)s2)cc1	-4%	24*	58%[activator]	-1%	24%	68*
C[C@@H]1CCC2[C@](C)(CO)[C@@H](O)CC[C@]2(C)[C@@]12CC[C@@](CO)(CC(=O)O)O2 (stereo partly drawn)	9%	-8	7%	8%	4%	-6
CCOC(=O)c1c(Cl)c(C)nn1-c1nc(OC)cc(OC)n1	-4%	-3	-8%	9%	-3%	-2
CC(C(=O)N1CCOCC1)c1ccccc1 (stereo not drawn)	-7%	.	56%[activator]	.	43%[activator]	.
CC1(C(=O)N(CC(=O)NC2CCCC2)Cc2ccc(Cl)cc2)CC(=O)N=C2C=CC=CN21 (stereo not drawn)	5%	-4	15%	.	40%[activator]	-6
COc1ccc(CCc2nnc(CCC(=O)N(C)Cc3ccncc3C)o2)cc1	-11%	22*	27%	6%	?	70*
O=C(COC(=O)/C=C/c1ccccc1)NCc1cccs1	14%	.	9%	.	2%	.
O=C(CCN1CCN(Cc2ccccc2)CC1)Nc1ccc(OCc2ccccc2)cc1	?	-3	.	0%	?	-7
Cc1cccc(OCC(=O)N(C)c2c(N)n(Cc3ccccc3)c(=O)[nH]c2=O)c1C	12%	.	8%	.	-8%	.
COc1cc(C(=O)NCCOc2ccccc2C)c(Br)c(OC)c1OC	?	2	-7%	-15%	407%[activator]	0
COC(=O)c1[nH]c(C)c(/C(O)=C2\C(=O)C(=O)N(CCN3CCOCC3)C2c2ccccc2OC)c1C (stereo not drawn)	15%	-1	11%	11%	-2%	31
COC(=O)C1=C(C)N(Cc2ccco2)C(=O)N[C@@H]1c1cccc(C(F)(F)F)c1	1%[8.37 µM]	-4	-16%	2%&0%	?	-11
COc1ccc(-c2cc(C#N)nc(Oc3ccc(Cl)cc3)n2)cc1	3%	-4	5%	4%	?	-3
Cc1ccc(NC(=O)C2CCN(S(=O)(=O)c3ccc(Cl)c(C(F)(F)F)c3)CC2)nc1	4%	.	54%[activator]	.	?	.
COCCN(CCOC)Cc1cc(=O)oc2cc3c(cc12)CCC3	?	-2	-17%	9%	-27%	20

In the list so far, these have an NH in an aromatic ring.
SMILES	HCV inh	CHX counter	Pf growth 48h	FBPA Giardia inh	Pf growth 96h	Shiga toxin inh
Cc1cccc(OCC(=O)N(C)c2c(N)n(Cc3ccccc3)c(=O)[nH]c2=O)c1C	12%	.	8%	.	-8%	.
COC(=O)c1[nH]c(C)c(/C(O)=C2\C(=O)C(=O)N(CCN3CCOCC3)C2c2ccccc2OC)c1C (stereo not drawn)	15%	-1	11%	11%	-2%	31

3 records drawn at random from those above:
SMILES	HCV inh	CHX counter	Pf growth 48h	FBPA Giardia inh	Pf growth 96h	Shiga toxin inh
O=C(CCN1CCN(Cc2ccccc2)CC1)Nc1ccc(OCc2ccccc2)cc1	?	-3	.	0%	?	-7
Cc1ccc(NC(=O)C2CCN(S(=O)(=O)c3ccc(Cl)c(C(F)(F)F)c3)CC2)nc1	4%	.	54%[activator]	.	?	.
COC(=O)C1=C(C)N(Cc2ccco2)C(=O)N[C@@H]1c1cccc(C(F)(F)F)c1	1%[8.37 µM]	-4	-16%	2%&0%	?	-11

Next section:
SMILES	HCV inh	CHX counter	Pf growth 48h	FBPA Giardia inh	Pf growth 96h	Shiga toxin inh
CCC(C)[C@@H]1NC(=O)N(CCCN2CCCC2=O)C1=O (stereo partly drawn)	17%	0	-6%	-6%	9%	-7
O=C(CN1C(=O)S/C(=C\c2ccc(F)cc2)C1=O)NCCCn1ccnc1	-20%	-3	2%	.	-20%	-3
CN1c2ccc(Cl)cc2C(=O)NC1C1CC=CCC1 (stereo not drawn)	-17%	6	-25%	2%	12µM*	-3
NC(CCC(=O)N[C@@H](CS)C(=O)NCC(=O)O)C(=O)O (stereo partly drawn)	.	.	2.1µM*	?	3µM*	.
COc1ccc(NC(=O)c2ccc(CNc3c(NC4CCCCC4)c(=O)c3=O)cc2)cc1OC	-10%&0%	4	.	?	15µM*	20
CCOC(=O)N1CCN(C(=O)Nc2ccc(Cl)cc2)CC1	-4%	2	-18%	2%	151%[activator]	11
c1ccc(-c2csc(-c3ccc(-c4csnn4)cc3)n2)cc1	-12%	7	132%[activator]	0%	160%[activator]	17
Cc1ccc2c(CC(=O)NCc3ccco3)coc2c1C	?	23*	-9%	-11%	14%	33*

In a second layout: 3 of the compounds above.
Molecule | HCV inh | CHX counter | Pf growth 48h | FBPA Giardia inh | Pf growth 96h | Shiga toxin inh
O=C(CN1C(=O)S/C(=C\c2ccc(F)cc2)C1=O)NCCCn1ccnc1 | -20% | -3 | 2% | . | -20% | -3
CN1c2ccc(Cl)cc2C(=O)NC1C1CC=CCC1 (stereo not drawn) | -17% | 6 | -25% | 2% | 12µM* | -3
NC(CCC(=O)N[C@@H](CS)C(=O)NCC(=O)O)C(=O)O (stereo partly drawn) | . | . | 2.1µM* | ? | 3µM* | .
